Bioassay records (PubChem BioAssay)
CBFb-RUNX1 inh – CBF-beta/RUNX1 interaction disruption; AlphaScreen CBFb-His/RUNX1-biotin binding, biochemical; Potency, µM (titrated, usually from 59.8 µM), for inactives: top-dose activity, negative = inhibition, most hits filed as inhibitors; 230,000 tested, under 10 active; Q01196+Q13951; note: % of control where 0% means no effect
Target sequence (Q01196 whole entry, looked up): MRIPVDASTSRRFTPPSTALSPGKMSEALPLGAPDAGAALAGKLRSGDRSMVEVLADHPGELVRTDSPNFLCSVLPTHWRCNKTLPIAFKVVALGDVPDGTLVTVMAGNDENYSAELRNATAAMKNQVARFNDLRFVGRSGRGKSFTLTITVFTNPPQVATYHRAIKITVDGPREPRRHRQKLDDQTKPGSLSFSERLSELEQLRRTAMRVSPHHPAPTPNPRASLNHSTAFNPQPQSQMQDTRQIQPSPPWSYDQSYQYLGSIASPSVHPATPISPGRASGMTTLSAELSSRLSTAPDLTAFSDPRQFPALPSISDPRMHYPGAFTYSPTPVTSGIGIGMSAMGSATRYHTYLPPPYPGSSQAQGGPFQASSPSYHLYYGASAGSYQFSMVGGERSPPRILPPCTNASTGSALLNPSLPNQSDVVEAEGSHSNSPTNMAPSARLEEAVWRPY
Target sequence (Q13951 whole entry, looked up): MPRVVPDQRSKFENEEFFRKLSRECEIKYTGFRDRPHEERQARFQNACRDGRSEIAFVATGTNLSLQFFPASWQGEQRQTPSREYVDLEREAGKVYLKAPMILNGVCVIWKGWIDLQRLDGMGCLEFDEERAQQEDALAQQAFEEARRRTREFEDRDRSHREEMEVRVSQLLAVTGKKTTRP
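Compounds were screened at multiple concentrations against a preformed CBF-beta(His)/RUNX1(biotin) complex (30 nM of each) for 15 min at room temperature, followed by 90 min with nickel and streptavidin beads and AlphaScreen reading.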
KinaseGlo FLuc – blocks Kinase-Glo luciferase, a counter-screen artifact | Q27757 | Kinase-Glo luciferase, ATP luminescence, 8 min | Potency, µM (titrated, usually from 38.3 µM), without a hit: top-dose activity change, negative = inhibition, actives largely listed as inhibitors | 200,000 tested, 0.28% active; note: potency is the fitted concentration of half-maximal effect; % is set by controls: 0 for no effect and ±100 for the full control effect; nearly all actives have a fitted effect of over 60% in size
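Recombinant Kinase-Glo luciferase, 10 uM ATP (linear range), luciferin; imidazole pH 7.2 / KCl / MgCl2 / Tween / BSA buffer; 8 min RT; luminescence.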
IMPase Li cell – cell-permeable IMPase inhibitors with lithium potentiation | 210,000 tested, 0.35% active | Potency, µM (doses to about 59.4 µM), without a hit: at the top dose activity, negative = IMPase inhibition, hits mostly inhibitors | CHO-M1 cells, IP1 TR-FRET (IP-One), carbachol + lithium;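 note: IP1 builds up when IMPase is blocked and the TR-FRET signal falls; potency is the fitted concentration of half-maximal effect; plate controls were basal vehicle for no effect and high inhibitor control for full effect; nearly all actives have a fitted effect of over 50% in size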
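CHO-M1, 2000 cells/well, 16–30 h culture; cpd + low Li+, 30 min 37C; lysis with d2-IP1/Eu-anti-IP1 Ab, 10 min RT; TR-FRET 665/620 ratio and 620 channel; AC50 via Hill.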
Lamin A splicing – changes lamin A minigene splicing in HeLa cells | HeLa LMNA splicing GFP/RFP minigene ratio, 48 h | Potency, µM (highest dose often 46.1 µM), for the others: at the top dose ratio change, negative = inhibition, hits mostly inhibitors | 200,000 tested, 0.01% active | AID 1487; active = well fitted inhibition curve with a large enough effect in the signal ratio, with a control signal flat, not every such curve was filed as active; inconclusive = small, poorly fitted or top-dose-only effect, or effect the other way, or a change in a side signal; the % refers to the signal ratio; note: potency is the fitted concentration of half-maximal effect; % is set by controls: 0 for no effect and ±100 for the full control effect
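Read-out is the ratio of GFP to DsRed2 object intensity, acquired by 488 nm laser-scanning cytometry on HeLa lamin A-EGFP minigene reporter cells. Compound incubation 48 hrs at 37 °C in Opti-MEM with 2% FBS; DMSO 0.5% final.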
HTT cytoprotect – Huntington cell model cytoprotection by ATP luminescence; PC12 HTT-Q103 induced, cytoprotection, ATP luminescence, 40 h; Potency, µM (series often up to 56.4 µM), for the others: cytoprotection (ATP increase), hits mostly activators; 230,000 tested, 0.14% active; AID 1471;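 note: potency is the fitted concentration of half-maximal effect; % of control where 0% means no effect; nearly all actives have a fitted effect of over 45% in size; toxic huntingtin expression switched on by the ecdysone agonist tebufenozide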
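Compounds were screened for protection of PC12 cells against cell death after tebufenozide induction (100 nM final) of mutant Huntingtin exon 1 (Q103) fused to GFP.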
SMN2 splice up – SMN2 splice variant enhancement. HEK293 SMN2-luciferase splicing reporter, luminescence, 30-36 h. Potency, µM (highest dose often 46.1 µM), for the others: at the highest dose activity change, positive = activation, actives largely listed as activators. 210,000 tested, 2.8% active; note: potency is the fitted concentration of half-maximal effect; % of control where 0% means no effect; nearly all actives have a fitted effect of over 55% in size
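HEK293 cells carry an SMN2 minigene-luciferase reporter in which exon 7 inclusion puts luciferase in frame. Cells were seeded at 2000 cells/well, attached for 10-12 hours, then exposed to compounds for 30-36 hours at 37C before ONE-Glo luminescence.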
HttQ103 aggreg – inhibitors of mutant huntingtin aggregate formation in PC12 cells; Potency, µM (highest dose often 46.1 µM), inactives show top-dose activity change, negative = inhibition, actives largely listed as inhibitors; AID 1688; PC12 HttQ103-GFP aggregates, Acumen cytometry, 40 h; 220,000 tested, 1.1% active; note: potency is the fitted concentration of half-maximal effect; % is set by controls: 0 for no effect and ±100 for the full control effect; nearly all actives have a fitted effect of over 60% in size
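PC12/HTTQ103-GFP, ecdysone-inducible; teb 100 nM; cpd qHTS titration; GFP aggregates read on laser cytometer, Ex 488/Em 500-530 nm.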
An asterisk follows results filed as active; ? = inconclusive; · = not tested or not shown; & = joins results of further samples; [ ] = dose if it differs, or a comment. Unless noted, calls come from the whole dose curve; as a rule, active = well fitted curve in the direction sought with a large enough effect; inconclusive = small, poorly fitted or top-dose-only effect, or another doubt; inactive = no such curve, though single readings can be large; an effect the other way counts as inactive or inconclusive.

SMILES	CBFb-RUNX1 inh	KinaseGlo FLuc	IMPase Li cell	Lamin A splicing	HTT cytoprotect	SMN2 splice up	HttQ103 aggreg
COc1ccccc1NC(=O)CSc1nc(N)c(-c2ccccc2)c(=O)[nH]1	-8%	·	3%	·	-8%[10 µM]	·	-7%[9.22 µM]
COc1cc(CN2CCc3ccccc3C2)ccc1O	-3%	·	·	·	-70%[inhibitor][10 µM]	·	?
CCSc1nnc(-c2cccc(S(=O)(=O)N(CC)CC)c2)n1Cc1ccccc1	-3%	0%	12%[38.3 µM]	?	1%[10 µM]	-32%[inhibitor]	2%[9.22 µM]
FC(F)(F)c1cccc(N2CCC(N=CN3CCCCCC3)=N2)c1	-25%	·	14%	·	-74%[inhibitor]	·	-18%
CCN1CCCC1CNC(=O)c1ccc(Sc2ccc(F)cc2)c([N+](=O)[O-])c1 (configuration not stated)	-4%	1%	28%	?	5%[10 µM]	-33%[inhibitor]	18%
CCC(Sc1nc(-c2ccccc2)cc(=O)[nH]1)C(=O)O (configuration not stated)	7%	3%	-5%[38.3 µM]	2%	-5%	7%	-2%
COC(=O)c1cccc(NC(=O)c2nn(C)c(=O)c3ccccc23)c1	0%	2%	?	?	-7%	18%	5%[9.22 µM]
CCCOc1ccc(/C=N/Nc2ccccn2)cc1OC	-1%	-6%	3%	·	-56%[inhibitor]	10µM*	-18%
Cc1nn(-c2ccccc2)c(C)c1/C=N/n1c(-c2ccc(Cl)cc2)n[nH]c1=S	0%	1%	-1%	-20%	-2%[10 µM]	-9%	26%
C=CCNC(=S)NNC(=O)COc1ccc(Br)cc1	2%	0%	7%	-7%	2%[10 µM]	1%	?
C#CCNC(=O)C1CCN(c2cc(C)nc(-c3ccccc3)n2)CC1	2%	3%	5%	-1%[46 µM]	18%[10 µM]	1%	10%[9.22 µM]
O=C(O)CN1C(=O)S/C(=C\c2cccnc2)C1=O	-5%	·	·	·	5%[10 µM]	·	-21%[9.22 µM]
O=c1[nH][nH]c(C(F)(F)F)c1C=NCc1cccc(Cl)c1	0%	16%	13%[38.3 µM]	-2%	-1%	-4%	?
CC(C)(C)NC(=O)NC(=O)COC(=O)CNC(=O)c1cc(Cl)cc([N+](=O)[O-])c1	-4%	4%	16%	?	8%[10 µM]	-5%	15%
O=C(COc1c(Br)cc(Br)c2cccnc12)N1CCCCC1	15%	-3%	-17%	0%[9.22 µM]	10%	-1%	-17%
CCOC(=O)C1=C(CN2CCc3ccccc32)NC(=O)NC1c1cccc([N+](=O)[O-])c1 (configuration not stated)	-22%	16%	26%[38.3 µM]	0%	29%[10 µM]	13%	?
CC(O)c1cccc(NC(=O)CCCc2ccccc2)c1 (configuration not stated)	5%	-5%	5%	?	18%[10 µM]	·	-4%[9.22 µM]
O=C(NCC(c1cccnc1)N1CCN(c2ccccc2F)CC1)OCc1ccccc1 (configuration not stated)	-3%	9%	9%[38.3 µM]	?	12%	-73%[inhibitor]	-9%[9.22 µM]
Cc1ccc(N2CC(C(=O)OCc3ccc([N+](=O)[O-])cc3)CC2=O)cc1 (configuration not stated)	-2%	8%	16%[38.3 µM]	8%	-7%	-6%	12%[9.22 µM]
COc1cc(/C=N/NC(=O)Cc2cccs2)c([N+](=O)[O-])cc1OC	-16%	-1%	-10%	-2%	·	16%	27%
CCOc1ccccc1N1C(=O)CC(Sc2ncccc2C(=O)O)C1=O (configuration not stated)	2%	0%	5%	-8%	1%[10 µM]	5%	4%
CCCN1CN(Cc2ccco2)c2nc3ccccc3n2C1	1%	-3%	12%[38.3 µM]	-3%	-49%[inhibitor]	-12%	-4%
CCOC(=O)CC(NC(=O)c1ccc(C)cc1)c1ccc(OC)cc1 (configuration not stated)	28%	5%	2%	·	-36%	-12%	-3%
O=C(C1=C[C@@H](c2ccc(C(F)(F)F)cc2)C[C@@H](OCCCCO)O1)N1CCOCC1	5%	·	2%	·	14%[10 µM]	·	9%[9.22 µM]
NC(=O)c1ccccc1N/C=C/C(=O)c1ccc(F)cc1	1%	7.9µM*	-10%[38.3 µM]	12%	-67%[inhibitor]	18µM*	-17%
COc1ccc(N2C(=O)CC(N3CCC(c4nc5ccccc5[nH]4)CC3)C2=O)cc1 (configuration not stated)	3%	-1%	28%[38.3 µM]	7%	-14%	2%	?
COc1ccc(CC(=O)OCc2nnc(-c3ccccc3)o2)cc1	5%	6%	-5%	9%[46 µM]	-11%	-13%	-8%
Cc1c2ccccc2nc2c(F)c(N(C)C)c(F)c(F)c12	?	-1%	-20%	?	4%[10 µM]	?	10%
CC(C)=CCC[C@](C)(O[C@@H]1O[C@H](CO)[C@@H](O)[C@H](O)[C@H]1O)[C@H]1CC[C@]2(C)[C@@H]1[C@H](O)C[C@@H]1[C@@]3(C)CC[C@H](O[C@@H]4O[C@H](CO)[C@@H](O)[C@H](O)[C@H]4O[C@@H]4O[C@H](CO)[C@@H](O)[C@H](O)[C@H]4O)C(C)(C)[C@@H]3[C@@H](O)C[C@]12C	-9%	4%[39.9 µM]	-3%	·	-15%	·	·
CCC(C)Nc1nc(N)c([N+](=O)[O-])c(Nc2ccccc2OC)n1 (configuration not stated)	-21%	·	·	·	44%[10 µM]	·	21%[9.22 µM]
COc1ccc(C[C@H](N)C(=O)N[C@@H]2[C@H](O)[C@H](n3cnc4c(N(C)C)ncnc43)O[C@@H]2CO)cc1	-9%[21.7 µM]	-6%[17.1 µM]	1%	?	-84%[inhibitor][40.3 µM]	-105%[inhibitor][20.6 µM]	·
Cc1csc(/C(C#N)=N/O)n1	-1%	-4%	-8%[38.3 µM]	-2%	-23%	-8%	-1%
CC(=O)Nc1ccc(Nc2cc(C(C)C)nc3c(-c4ccccc4)c(C)nn23)cc1	-12%	·	·	·	19%[10 µM]	·	-7%[9.22 µM]
CCCCN(C(=O)NC(=O)Nc1cc(C)ccc1C)S(C)(=O)=O	1%	-4%	0%[38.3 µM]	4%	17%[10 µM]	0%	27%
Brc1cccc(CNCCCN2CCOCC2)c1	1%	2%	15%	?	-35%[inhibitor]	-4%	-1%
CCCCCCCCCCCCOC(=O)C[N+](C)(C)C	23%	·	·	·	-1%[10 µM]	·	10%[9.22 µM]
Cc1ccc(C(=O)Nc2ccccc2N2CCCCC2)cc1[N+](=O)[O-]	8%	1%	19%	·	·	-45%[inhibitor]	-15%
COc1c(-c2coc3cc4c(cc3c2=O)CC(OC(C)=O)C(C)(C)O4)ccc2c1C=CC(C)(C)O2 (configuration not stated)	·	-4%	27%	-18%	·	-82%[inhibitor]	·
CCN(CC)C(=O)CSc1ncnc2c(-c3ccc(OC)cc3)nsc12	2%	-4%	-4%	?	-5%[10 µM]	6%	-7%[9.22 µM]
S=c1[nH]c2ccc(Cl)cc2[nH]1	1%	1%	3%	-9%	18%[10 µM]	1%	19%
O=C(/C=C/c1ccc(-c2ccccc2[N+](=O)[O-])o1)c1ccccc1	1%	1%	7%	-8%	·	-20%	-5%
CC(=O)NCCC(=O)Nc1cc(S(=O)(=O)N2CCOCC2)ccc1N1CCOCC1	5%	-1%	6%	-1%[46 µM]	2%[10 µM]	9%	26%
COc1ccc(CCNC(=O)c2c(N)no[n+]2[O-])cc1OC	5%	0%	-6%	·	·	6%	12%
CCN1C(=O)CC(C(=O)NCCc2ccc(S(N)(=O)=O)cc2)SC1=Nc1ccc(OC)cc1 (configuration not stated)	4%	-1%	-2%	25%[9.22 µM]	-7%	-30%	-19%
Cc1onc(-c2ccccc2)c1NC(=O)Nc1ccc(OC(F)F)cc1	-3%	·	·	·	-2%[10 µM]	·	-14%[9.22 µM]
CN1C(=O)C(CC(=O)NCC2CCCCC2)SC1=Nc1ccccc1 (configuration not stated)	6%	2%	-8%	·	-37%[10 µM]	·	1%[9.22 µM]
O=C(Cc1ccccc1[N+](=O)[O-])NC1CC1	3%	-1%	1%	·	·	0%	-12%
COc1ccccc1-c1nnc(NC(=O)c2ccc(S(=O)(=O)N(C)Cc3ccccc3)cc2)o1	-5%	0%	-3%	?	23%[10 µM]	-82%[inhibitor]	?
CCC1=Nc2ccccc2-c2nnc(SC)nc2O1	11%	-4%	14%[38.3 µM]	-3%	22%	2µM*	-15%
COc1ccc(C)cc1S(=O)(=O)N1CC(C)OC(C)C1 (configuration not stated)	6%	-2%	-4%	·	-6%[10 µM]	·	-15%[9.22 µM]
Later entries
SMILES	CBFb-RUNX1 inh	KinaseGlo FLuc	IMPase Li cell	Lamin A splicing	HTT cytoprotect	SMN2 splice up	HttQ103 aggreg
COc1ccc(C(CCN2CCN(c3ccccc3)CC2)c2c(O)cc(OC)cc2OC)cc1 (configuration not stated)	-21%&-15%	·	·	·	-6%[10 µM]	·	7%[9.22 µM]
O=C(NCc1ccccc1)c1nc2c(nnn2Cc2cccc(Cl)c2)c(=O)[nH]1	4%	-1%	7%	11%	-12%[1.9 µM]	1%	-31%
CCCCNc1nc2c(c(=O)n(C)c(=O)n2C)n1Cc1cccc(OC)c1	-1%	2%	5%	?	6%[10 µM]	-66%[inhibitor]	7.1µM*
O=C(CCSc1nc(-c2ccco2)cc(C(F)(F)F)n1)NCc1cccs1	20%	-1%	6%	-3%	-9%[1.9 µM]	-3%	-6%
Clc1ccccc1CN1CCN(CCCc2ccccc2)CC1	-1%	1%	3%	·	-51%	-24%	-9%
O=C(Nc1ccc(F)cc1)N(Cc1nnc2n1CCCCC2)c1ccccc1	-2%	-1%	1%[38.3 µM]	-6%	-17%[10 µM]	4%	5%
Cc1ccc(Cn2c(N/N=C/c3ccncc3)nc3c2c(=O)n(C)c(=O)n3C)cc1	1%	·	·	·	-15%[10 µM]	·	6%[9.22 µM]

Part of the list above, set out differently:
O=C(Nc1ccc(F)cc1)N(Cc1nnc2n1CCCCC2)c1ccccc1
- CBFb-RUNX1 inh: -2%
- KinaseGlo FLuc: -1%
- IMPase Li cell: 1%[38.3 µM]
- Lamin A splicing: -6%
- HTT cytoprotect: -17%[10 µM]
- SMN2 splice up: 4%
- HttQ103 aggreg: 5%

Cc1ccc(Cn2c(N/N=C/c3ccncc3)nc3c2c(=O)n(C)c(=O)n3C)cc1
- CBFb-RUNX1 inh: 1%
- KinaseGlo FLuc: ·
- IMPase Li cell: ·
- Lamin A splicing: ·
- HTT cytoprotect: -15%[10 µM]
- SMN2 splice up: ·
- HttQ103 aggreg: 6%[9.22 µM]
